# Compound activity from PubChem.
# NPY Y1 blocker = NPY-Y1 (human) receptor antagonism; inhibition, % at 3.6 µM; HEK293-CNG Y1 cells, membrane potential fluorescence; NPY at EC95, then isoproterenol; 200,000 compounds, 1% hits; P25929;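 active means inhibition above the campaign mean inhibition of all tested compounds plus 3 SD, cut at about 20% in these data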;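 further: 0% = DMSO wells given NPY plus isoproterenol and 100% = isoproterenol alone without NPY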
#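 Material: HEK293 Y1/CNG channel cell line | Also added: NPY (25 nM), isoproterenol (1 µM), Ro 20-1724 (25 µM) | Compound: One concentration, 3.6 µM, in 0.4% DMSO | Schedule: 3 h dye uptake, 1 h room-temperature compound, 45 min post-isoproterenol | Signal: Membrane-potential fluorescent dye readout | Read-out: % inhibition of NPY effect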
# eIF4E 4G PPI = eIF4E/eIF4G interaction inhibition in translation initiation. P63073+Q04637. inhibition, % at 21.7 µM. 220,000 compounds, 0.37% hits. TR-FRET eIF4E-eIF4GI(517-606) binding, 2 h;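 active means inhibition above about 30%, limit read from the data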;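 further: 0% = full FRET control wells and 100% = background wells lacking eIF4GI fragment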
# EP2 antag = blocks the human prostaglandin E2 receptor EP2 | 260,000 compounds, 0.52% hits | C6 glioma cells expressing human EP2, cAMP TR-FRET; cells stimulated with saturating PGE2 | P43116 | inhibition, % at 25 µM;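 active means percent inhibition above 40 after rounding to a whole number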;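 further: rat C6 glioma host cells with rolipram phosphodiesterase inhibitor present; the protocol text gives 20 µM as final concentration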
# S1P4 ag = human S1P4 receptor agonism. O95977. S1P4-expressing cell line, agonist reporter assay. activation, % at 4.98 µM. 220,000 compounds, 0.35% hits; in the data active means activation above about 11%;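 further: 0% = DMSO vehicle and 100% = reference agonist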
# Target sequence (O95977 whole entry, looked up): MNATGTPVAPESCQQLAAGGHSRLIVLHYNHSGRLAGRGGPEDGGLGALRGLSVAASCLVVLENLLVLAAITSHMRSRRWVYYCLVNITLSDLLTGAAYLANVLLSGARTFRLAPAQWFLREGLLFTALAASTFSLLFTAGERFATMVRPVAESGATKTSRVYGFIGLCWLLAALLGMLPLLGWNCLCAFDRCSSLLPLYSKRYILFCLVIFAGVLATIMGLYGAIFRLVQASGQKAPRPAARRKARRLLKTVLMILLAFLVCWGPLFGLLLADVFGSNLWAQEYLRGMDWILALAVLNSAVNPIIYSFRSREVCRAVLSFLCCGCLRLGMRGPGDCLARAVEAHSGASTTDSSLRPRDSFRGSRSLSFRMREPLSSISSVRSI
# NPY1 pot ag = potentiators or agonists of human neuropeptide Y receptor Y1 | P25929 | NPY-Y1 expressing cells, potentiator/agonist activation | activation, % at 3.6 µM | 220,000 compounds, 0.37% hits | AID 1304; in the data active means activation above about 33%, passing the limit was not always enough;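 further: cells stimulated with NPY at EC10 then isoproterenol at EC100; 0% = low agonist plus stimulus and 100% = saturating agonist plus stimulus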
# p97 ATPase inh = blocks human p97 ATPase activity. inhibition, % at 8 µM. AID 1481. recombinant p97 ATPase, Kinase-Glo ATP luminescence, 3 h. 220,000 compounds, 0.42% hits. P55072; in the data active means inhibition above about 15%;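 further: 0% = DMSO vehicle and 100% = wells lacking enzyme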
# EP2 mod = modulators of human EP2 prostaglandin E2 receptor; P43116; EP2-expressing cells, cAMP HTRF FRET, PGE2 co-stimulation; induction, % at 25 µM; 260,000 compounds, 0.83% hits;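 active means compounds whose cAMP rise, as percent of the full-agonist control response, exceeds 60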;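 further: rat C6 glioma line stably carrying human EP2 under a CMV promoter; the protocol text gives 20 µM as final concentration; 100% = response of wells given 1 µM PGE2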
# NPY-Y2 PAM-ag = human NPY-Y2 potentiation or agonism, primary screen | cells expressing NPY-Y2, potentiator/agonist read-out | activation, % at 3.6 µM | 220,000 compounds, 0.45% hits | AID 1359; in the data active means activation above about 27%;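 further: cells stimulated with NPY near EC25 plus isoproterenol at EC100; 0% = vehicle plus submaximal agonist and 100% = vehicle plus saturating agonist; some results beyond the cut were filed as inactive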
# Target sequence (P49146 whole entry, looked up): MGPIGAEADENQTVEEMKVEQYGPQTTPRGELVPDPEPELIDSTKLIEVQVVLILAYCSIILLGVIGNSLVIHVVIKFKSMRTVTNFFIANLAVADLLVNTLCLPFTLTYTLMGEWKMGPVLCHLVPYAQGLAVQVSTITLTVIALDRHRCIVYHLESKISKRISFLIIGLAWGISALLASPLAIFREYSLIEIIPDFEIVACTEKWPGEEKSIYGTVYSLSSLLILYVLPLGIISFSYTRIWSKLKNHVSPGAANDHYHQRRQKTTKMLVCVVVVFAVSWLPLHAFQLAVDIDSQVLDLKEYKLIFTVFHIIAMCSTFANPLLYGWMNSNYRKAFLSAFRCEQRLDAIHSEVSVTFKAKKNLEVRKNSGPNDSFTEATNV
# S1P4 antagonist = human S1P4 receptor antagonism | O95977 | S1P4-expressing cells, antagonist mode, reporter read-out | inhibition, % at 4.98 µM | 220,000 compounds, 0.26% hits | AID 1510; in the data active means inhibition above about 29%;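 further: 0% = wells stimulated with agonist and 100% = vehicle wells without agonist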
# * = called active by the depositor; nt = no result given; & = joins results of further samples; [ ] = dose if it differs, or a comment.
SMILES,NPY Y1 blocker,eIF4E 4G PPI,EP2 antag,S1P4 ag,NPY1 pot ag,p97 ATPase inh,EP2 mod,NPY-Y2 PAM-ag,S1P4 antagonist
Oc1ccc(/C=N/Nc2ncnc3c2ncn3Cc2ccccc2)cc1O,-3.0,-6.2,4.0,0.6,-10.2,4.1,-6.5,1.6,-11.4
CCOC(=O)CSc1nc2ccccc2c(=O)n1CCC(=O)NCCc1ccc(OC)c(OC)c1,3.5,0.8,1.2,1.4,0.1,3.0,-4.3,5.2,-13.1
CC(C)(C)n1nnnc1C(c1cccs1)N1CCN(Cc2ccc3c(c2)OCO3)CC1 (configuration not stated),5.0,-2.5,5.1,1.1,2.1,-1.4,-8.8,3.6,-19.5
Cc1ccc(S(=O)(=O)N2CCCCC2)cc1NC(=O)Cn1c(=O)cnc2ccccc21,1.4,6.4,9.3,0.8,-23.0,-3.5,-5.5,-15.4,4.1
CCOc1ccc(-c2noc(CCC(N)=O)n2)cc1OCC,-3.2,-6.3,13.5,1.4,-13.6,1.1,1.6,-19.6,-14.3
Cc1ccc(C(=O)n2c(-c3ccccc3)cnc2SCC(=O)Nc2ccccc2)cc1,7.3,-3.0[fluorescence artefact?],13.6,-0.3,-18.3,0.8,-8.4,-13.8,4.4
C[C@@H]1CN(C2CCN(Cc3nc(C(c4ccccc4)c4ccccc4)no3)CC2)C[C@H](C)O1,3.6,-0.2,11.1,-0.4,16.6,-1.4,25.2,1.6,2.1
Cc1ccc2c(c1)C1OCCC1C1N2C(=O)C2C(C(=O)O)C3C=CC21O3 (configuration not stated),5.4,3.5,3.7,0.5,6.5,7.1,-3.9,-1.0,-16.6
CSc1sc(C)cc1/C=N/O,4.5,3.8[fluorescence artefact?],3.5,-0.8,-7.8,4.7,15.9,-13.1,-11.7
Cc1ccc(S(=O)(=O)NCC(=O)N/N=C/c2ccccc2O)cc1,2.3,3.8,13.2,0.2,-4.9,6.6,-13.2,-11.8,10.1
O=C(NCC1CCCO1)/C(=C\c1cccs1)NC(=O)c1ccccc1 (configuration not stated),7.5,3.7,6.4,2.8,-7.5,5.4,27.8,2.4,-3.6
Cc1cccc(C(=O)N[C@H](C(=O)Nc2nc3ccc(S(C)(=O)=O)cc3s2)C(C)C)c1,2.7,1.4,6.4,0.9,-15.1,-1.1,8.2,-2.7,-13.4
CCCCN(CC)C(=O)Cn1ncc2c1-c1cc(C)ccc1OC2,1.9,0.5,15.1,-2.6,1.2,8.2,2.8,8.3,-18.5
O=C(CSc1ccccc1)Nc1ccc(S(=O)(=O)Nc2ncccn2)cc1,-0.7,-0.7,9.8,0.8,1.1,0.8,11.3,15.8,-12.0
Cc1ccc(C(=O)NC(=S)Nc2ccccc2C(F)(F)F)c(C)c1,11.1,-0.9,11.2,-2.5,-35.0,-6.7,49.8,-7.4,-6.2
O=C(NC1CCCCC1)C1CC(=O)N(c2ccc(Cl)cc2)C1 (configuration not stated),-0.8,2.4,5.0,-1.5,-8.1,5.1,4.8,-5.6,10.4
O=C(CNC(=O)c1cccc(Br)c1)NCCc1nc2ccccc2[nH]1,-1.1,-1.5[fluorescence artefact?],-1.7,-1.1,-25.7,2.1,-2.7,-8.0,-1.2
CC(C)CC(NC(=O)COc1ccccc1)C(=O)O (configuration not stated),6.0,nt,nt,1.6,1.8,3.2,nt,-3.6,-32.8
COc1cc(/C=N/NC(=S)NCc2ccco2)cc(OC)c1OC,3.8,-0.7,4.7,4.0,-32.8,2.4,-3.2,-3.2,-10.6
NC(=O)COC(=O)CCCc1c[nH]c2ccccc12,5.0,-9.4[fluorescence artefact?],0.8,-0.4,-10.6,5.7,3.6,-3.7,3.4
C=CCn1c(CNC(=O)CCC)nc2ccccc21,5.0,nt,5.1,-0.7,-8.9,5.5,nt,6.1,-5.8
O=C(Nc1ccccc1F)N(Cc1ccc(F)cc1)Cc1nc2ccccc2c(=O)[nH]1,1.9,-1.9,-0.5,0.6,11.1,5.8,37.1,1.2,8.6
CCCCNC(=O)c1cc(C)nc2ccccc12,nt,3.7,7.2,1.4,17.8,3.2,-5.5,-12.1,13.7
Fc1ccc(NCc2ccccc2F)cc1Cl,-2.8,-3.3,10.9,1.6,23.1,2.8,9.0,7.8,-15.3
CCCCNC(=O)C(=O)N/N=C/c1ccc(C(=O)OC)cc1,3.1,-3.3,5.0,0.6,-11.2,1.8,-3.4,17.0,0.7
CC(=O)c1cnc2c(-c3ccc(Cl)cc3)c(C)nn2c1C,2.8,0.7,8.2,-0.6,-42.0,-3.8,41.7,-16.7,-9.4
CCn1c(C)c(/C=N/Nc2nc3ccccc3s2)c2ccccc21,-6.0,2.9,4.9,-0.5,35.5,-3.1,-4.3,25.6,-2.0
COc1ccc(-c2c[n+]3c(n2-c2c(C)n(C)n(-c4ccccc4)c2=O)CCCCC3)cc1,0.5,-3.3,5.9,2.7,9.5,2.4,7.7,7.0,-9.2
CC(=O)c1ccc(N2CCN(C(=O)Nc3ccc(F)cc3F)CC2)cc1,-7.8,-2.2,5.3,-0.7,13.2,-4.9,-4.5,-3.2,-24.5
CN1CCN(C(=S)NC(=O)/C=C/c2ccccc2Cl)CC1,4.7,2.8,6.6,0.8,12.2,5.7,-6.5,0.1,-25.8
CCOC(=O)C1CCN(Cc2cnc(NC(=O)OC)s2)CC1,-0.7,8.0,9.7,-0.2,5.0,7.9,6.0,4.3,3.6
COc1ccc(-c2nn(C)c3sc(C(=O)NCc4ccco4)cc23)cc1OC,0.3,-7.7,11.5,0.5,4.2,2.9,4.0,3.1,-14.4
Cn1c(N)c(C(=O)COC(=O)c2cncc(Br)c2)c(=O)n(C)c1=O,6.7,0.6,4.1,-0.9,-6.0,5.1,-36.8,7.7,-18.8
COC(=O)c1ccc(COC(=O)c2c(C)nn(Cc3ccccc3Cl)c2Cl)o1,22.2*,-6.1,-1.3,-0.1,4.7,-5.0,17.1,-7.9,-16.2
CC(=O)c1ccc(N2CCN(C(=S)Nc3ccccc3F)CC2)cc1,-5.3,-4.0,9.5,-2.1,15.4,6.1,3.2,0.1,-6.3
CCC(=O)NCc1cc(-c2nn(C)c(=O)c3ccccc23)ccc1C,5.7,0.8,6.6,-0.1,13.4,2.8,23.4,7.1,2.8
Cc1ccc(OCc2nnc(N)s2)cc1,2.0,1.1,2.5,1.5,14.0,4.5,-19.5,-9.1,-7.1
COc1ccc(-n2nc(C(=O)Nc3nc4ccc(OC)cc4s3)c3ccccc3c2=O)c(OC)c1,-0.2,-3.7[fluorescence artefact?],8.1,2.3,10.6,6.9,-8.6,1.0,-13.0
CCOc1ccc(NC(=O)Nc2cc(C(C)C)c(O)cc2C)cc1,nt,6.0,1.5,0.9,21.8,2.4,-29.7,20.2,-5.2
CCc1ccccc1NC(=O)C(Cc1cccc(OC)c1OC)c1nn[nH]n1 (configuration not stated),-0.1,-10.4[fluorescence artefact?],6.4&3.5,2.0,-6.9,6.3,15.4&1.8,2.2,2.0
COc1ccc(Nc2nc(C(=O)NCc3ccco3)cs2)cc1,nt,-1.1,3.2,-0.4,16.5,2.0,-53.5,6.0,-15.9
O=C(/C=C/c1ccc(Cl)c(Cl)c1)NCc1ccco1,4.7,-2.1[fluorescence artefact?],16.1,0.6,6.1,-1.6,-80.4,3.0,-8.1
O=C(c1ccco1)N1N=C(c2cccs2)CC1c1ccco1 (configuration not stated),3.9,4.4,3.5,-1.8,3.5,-0.4,17.9,-9.4,2.2
Cc1ccc(N=C2NC(=O)c3cc([N+](=O)[O-])ccc32)cc1,4.1,5.8,7.3,0.9,12.9,2.5,23.1,-10.4,-14.6
Cc1cc(C(F)(F)F)nn1CC(=O)Nc1ccc(Br)c2cccnc12,-1.1,1.3,5.1,2.0,4.9,-2.3,13.4,-2.0,-23.9
COc1cccc(-c2cc(C(=O)Nc3cccnc3)no2)c1,15.8,2.7[fluorescence artefact?],4.4,1.4,10.0,0.1,-16.1,-9.0,10.9
O=C(NC1CCCCC1)C(=S)N1CCCC1,3.6,-1.3,9.5,1.0,-1.4,2.9,5.5,7.1,-11.8
O=C(c1ccc(Cl)cc1Cl)c1ncc(C(F)(F)F)cc1Cl,1.2,-2.4,9.4,-1.5,5.8,2.8,38.5,-6.5,-7.5
CCCc1[nH]nc2c1C(c1c(C)nn(-c3ccccc3)c1Cl)C(C#N)=C(N)O2 (configuration not stated),-1.7,0.7,25.4,0.3,-26.5,-4.6,32.4,5.3,-12.9
CSc1ccccc1C(=O)Nc1nc2ccccc2c(=O)[nH]1,13.1,-0.1,5.0,0.4,-27.3,0.1,-11.5,-31.2,0.1
C=Cc1ccc2c(c1)N(C)C(=C)S2,-0.4,-0.4,8.4,-0.1,-5.5,-0.1,3.4,-0.4,1.3
O=C(NC1CCSC1=O)c1ccc(Cl)cc1 (configuration not stated),2.1,-7.4[fluorescence artefact?],5.6,-0.2,-14.9,-8.4,7.8,-19.9,-11.6
Cc1noc2ncnc(Oc3ccccc3Cl)c12,-3.5,-5.5,3.6,-0.8,1.4,1.4,8.8,7.5,-8.1
Cn1c(NNC(=O)/C=C/c2ccc3c(c2)OCO3)cc(=O)n(C)c1=O,nt,-7.3,12.6,0.5,3.8,7.0,3.9,-23.4,2.6
Cc1cc(=O)oc2cc(OCCSCCN3CCOCC3)ccc12,0.1,nt,8.4,-4.1,0.7,0.5,nt,-3.3,-5.6
CC(=O)c1c(C)nc(-c2ccc(Cl)cc2)nc1NC(=O)C(C)C,0.1,1.0,3.1,1.9,-11.4,-4.3,-4.5,-10.7,-30.2
Cc1ccc(CSCC(=O)NCCCN2CCOCC2)cc1,-1.0,-2.0,5.4,0.4,-5.7,-0.9,16.8,-7.9,-6.1
Cc1ccnc(NC(=O)Nc2cccc(F)c2)n1,-3.8,1.9,1.6,2.4,-6.3,-0.9,-2.0,-16.5,1.8
O=C(COC(=O)CCC(=O)c1ccc(Cl)cc1)NCCc1ccccc1,10.0,-1.1,3.2,-0.5,0.7,0.1,-7.1,-18.7,-17.8
O=C(COC(=O)/C=C/c1ccccc1)NCc1ccccc1Cl,1.0,-3.1,6.2,1.9,2.6,-0.7,-23.2,-3.3,-14.9
Cc1ccc(-c2nc(CSCC(=O)N3CCN(C(=O)c4ccco4)CC3)c(C)o2)cc1,1.2,1.6,6.9,2.3,-1.5,-6.4,0.4,-18.5,0.9
CSc1ccc(NC(N)=S)cc1,-1.2,-0.8,5.0,-0.3,16.8,4.7,30.0,4.5,-9.0
COc1ccccc1NC(=O)Cn1c(=O)oc2ccccc21,-2.9,-13.0,24.0,-1.5,-34.5,-0.8,-2.0,-3.2,-31.8

# Ordered by formula weight (smallest number first): three of the compounds above
SMILES,NPY Y1 blocker,eIF4E 4G PPI,EP2 antag,S1P4 ag,NPY1 pot ag,p97 ATPase inh,EP2 mod,NPY-Y2 PAM-ag,S1P4 antagonist
CSc1ccccc1C(=O)Nc1nc2ccccc2c(=O)[nH]1,13.1,-0.1,5.0,0.4,-27.3,0.1,-11.5,-31.2,0.1
COc1ccc(Nc2nc(C(=O)NCc3ccco3)cs2)cc1,nt,-1.1,3.2,-0.4,16.5,2.0,-53.5,6.0,-15.9
CCc1ccccc1NC(=O)C(Cc1cccc(OC)c1OC)c1nn[nH]n1 (configuration not stated),-0.1,-10.4[fluorescence artefact?],6.4&3.5,2.0,-6.9,6.3,15.4&1.8,2.2,2.0

# Only part of the results is shown. The share of hits here may be higher or lower than overall.
